# DAX1 inh-1 – inhibitors of human orphan nuclear receptor DAX1 (NR0B1); HEK293 Gal4-DAX1 luciferase reporter, luminescence; inhibition, % at 6.75 µM; 340,000 compounds, 0.99% hits; AID 504766;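 active = inhibition above the mean over all tested compounds plus 3 SD, cut at about 4.2% in these data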;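 note: 0% = DAX1-transfected cells with DMSO and 100% = empty-vector control cells with DMSO; inhibition shows as a rise in luminescence from relieved DAX1 repression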
# Target sequence (P51843 207-470 limits assumed): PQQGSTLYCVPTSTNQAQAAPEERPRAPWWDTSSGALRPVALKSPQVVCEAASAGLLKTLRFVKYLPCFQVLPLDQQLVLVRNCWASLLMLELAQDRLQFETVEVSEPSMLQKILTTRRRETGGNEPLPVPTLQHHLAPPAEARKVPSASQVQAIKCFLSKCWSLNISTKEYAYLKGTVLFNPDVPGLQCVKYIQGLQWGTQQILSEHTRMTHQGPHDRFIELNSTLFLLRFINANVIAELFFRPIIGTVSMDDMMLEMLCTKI
# SMARCA2 act – activators of SMARCA2 function; MG213 cells, MMTV-luciferase reporter, dexamethasone, overnight; activation, % at 9.1 µM; 370,000 compounds, 1% hits; in the data active = activation above about 7.8%;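 note: 0% = vehicle wells and 100% = reference activator wells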
# GC-A act – GC-A (human) enzyme activation; 370,000 compounds, 0.14% hits; activation, % at 10 µM; HEK293 GC-A cells, cGMP TR-FRET, EC30 ANP; 0% at EC30 ANP, 100% saturating ANP; in the data active = activation above about 40%
# DAX1 inh-2 – blocks DAX1 repression of SF-1 activated StAR promoter | HEK293T StAR-luciferase reporter, SF-1/DAX-1 repression relief | inhibition, % at 6.8 µM | 370,000 compounds, 1.1% hits | AID 652010;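 active = inhibition above the mean over all tested compounds plus 3 SD, cut at about 3.6% in these data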;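 note: 0% = DAX-1 cells with DMSO and 100% = cells lacking DAX-1 with DMSO; higher inhibition means more luminescence from relief of DAX-1 repression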
# sPLA2-III inh – Blocks human group III sPLA2 activity; QFRET BODIPY PC-A2 liposome hydrolysis, fluorescence; inhibition, % at 12.2 µM; Q9NZ20; 370,000 compounds, 0.56% hits;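 active = inhibition above mean plus 3 SD of compounds lying within the high and low control bounds, cut at about 19% in these data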;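 note: 0% = median of test compound wells and 100% = no enzyme DMSO wells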
# ADAM10 inh – inhibits human ADAM10. 370,000 compounds, 0.62% hits. recombinant ADAM10, EDANS/DABCYL FRET peptide cleavage, 3 h. inhibition, % at 7 µM. O14672;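 active = inhibition above a per-campaign cutoff equal to the mean of compounds falling between control-based bounds plus 3 SD, cut at about 20% in these data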;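 note: 0% = DMSO wells while the 100% control is not disclosed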
# Target sequence (O14672 214-748 limits assumed): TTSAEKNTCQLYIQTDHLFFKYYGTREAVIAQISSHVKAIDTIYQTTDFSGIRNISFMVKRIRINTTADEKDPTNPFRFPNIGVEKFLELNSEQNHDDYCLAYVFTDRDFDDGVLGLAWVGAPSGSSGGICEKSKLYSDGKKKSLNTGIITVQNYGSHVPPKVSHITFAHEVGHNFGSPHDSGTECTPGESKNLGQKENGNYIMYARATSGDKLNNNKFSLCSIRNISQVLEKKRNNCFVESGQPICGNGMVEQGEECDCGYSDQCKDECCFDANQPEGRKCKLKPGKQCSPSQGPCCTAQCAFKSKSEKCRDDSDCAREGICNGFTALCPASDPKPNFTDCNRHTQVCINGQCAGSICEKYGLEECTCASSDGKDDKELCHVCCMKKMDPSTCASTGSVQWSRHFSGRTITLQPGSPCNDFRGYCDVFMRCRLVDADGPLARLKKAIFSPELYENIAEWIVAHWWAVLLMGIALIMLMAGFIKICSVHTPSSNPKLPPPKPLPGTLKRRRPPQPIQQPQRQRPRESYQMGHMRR
# hgDAF12 agonist – hgDAF-12 agonism, primary luciferase screen. HEK293 GAL4-hgDAF12 UAS-luciferase reporter, agonist luminescence; normalized to butyrate control. activation, % at 6.8 µM. 370,000 compounds, 1.8% hits;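 active = activation above a cutoff set at the mean of all screened compounds plus 3 SD, cut at about 10% in these data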;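 note: 0% = DMSO wells and 100% = sodium butyrate wells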
# GC-B act – GC-B (human) receptor activation. P20594. HEK293-GC-B cells, CNP EC30, cGMP TR-FRET; 0% at EC30 CNP, 100% saturating CNP. activation, % at 10 µM. 370,000 compounds, 0.11% hits. AID 1920062;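 active = activation at 10 µM reaching about 35% in either raw or pattern-adjusted values, limit read from the data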
# hcDAF-12 act – activates DAF-12 receptor from parasite H. contortus. HEK293 hcDAF-12 lit1-tk-luc reporter, luminescence; 0% DMSO, 100% Δ7-dafachronic acid. activation, % at 6.8 µM. 370,000 compounds, 1.4% hits. AID 652067;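 active = activation above the mean of all tested compounds plus 3 SD, cut at about 5.5% in these data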;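 note: 100% = response to 3 µM Δ7-dafachronic acid high control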
# ssDAF-12 act – S. stercoralis DAF-12 activation, primary screen | HEK293 ssDAF-12/GRIP1 lit1-tk-luc reporter, luminescence; % of 3 µM dafachronic acid response | activation, % at 6.8 µM | 370,000 compounds, 1% hits | AID 652126;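 active = activation above the mean over all tested compounds plus 3 SD, cut at about 0.9% in these data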;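 note: 0% = DMSO-only wells and 100% = 3 µM delta7-dafachronic acid wells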
# GAA850 FXN act – activators of GAA850 frataxin (FXN) promoter; 360,000 compounds, 0.56% hits; HEK293 lucGAA850 FXN promoter luciferase reporter, 24 h; percent of 10 µM SAHA response; activation, % at 6 µM;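 active = activation above the average of all compounds screened plus 3 SD, cutoff fixed separately per campaign, cut at about 7.5% in these data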;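 note: 0% = DMSO wells and 100% = 10 µM SAHA wells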
# Active calls of the source: *; · = no result given.
SMILES,DAX1 inh-1,SMARCA2 act,GC-A act,DAX1 inh-2,sPLA2-III inh,ADAM10 inh,hgDAF12 agonist,GC-B act,hcDAF-12 act,ssDAF-12 act,GAA850 FXN act
O=C(O)c1ccc(CSc2ccccn2)cc1,0.5,-2,4,-0.1,-4,1,-0.8,7,-0.7,-1.0,-0.3
Cc1ccc2[nH]cc(S(=O)(=O)c3ccc(C(C)C)cc3)c(=O)c2c1,0.3,-1,1,0.4,-6,0,-1.8,0,1.4,-0.6,2.1
COc1ccccc1S(=O)(=O)NCc1ccc(C(=O)NC(C)c2ccccn2)cc1 (configuration not stated),-0.1,-1,-3,2.3,-5,4,-0.1,5,0.3,-1.5,1.1
CCc1c(-c2ccc(OC)cc2)ncn1Cc1cccc(-c2ccccc2)c1,·,-6,-9,-0.6,-8,0,-3.7,-10,-0.6,-1.1,·
CN(C)c1cccc(NC(=O)C2Cc3c(-c4cccnc4)ccnc3O2)c1 (configuration not stated),·,-1,-1,0.9,8,-5,4.2,0,0.5,-0.9,-2.4
Cc1onc(-c2ccccc2)c1-c1ccnc(N)n1,3.1,-1,-4,-0.3,-5,-5,1.4,-5,2.4,-1.2,-0.8
Cc1ccc(S(=O)(=O)Nc2ccccc2C(=O)Nc2sccc2C(=O)NN(C)C)cc1,1.6,-3,3,-1.4,-3,-37,1.8,6,1.1,-0.1,-0.4
Cc1ccc(C)c(NC(=O)C(=O)NCc2ccccn2)c1,-0.9,-5,0,-0.1,8,-12,-2.4,6,1.0,-1.9,1.8
COCCNC(=O)c1ccc(N2CC3CC(C2)c2cccc(=O)n2C3)c(NC(=O)c2cc(OC)cc(OC)c2)c1 (configuration not stated),0.0,-2,1,-0.2,6,1,-1.0,3,1.4,-0.7,0.8
Cc1ccc(S(=O)(=O)NCC(C)n2nc(C)cc2C)cc1 (configuration not stated),-0.1,-1,1,-0.1,12,9,-2.5,9,-0.4,-1.3,1.1
COc1ccc(C2=Nn3c(nnc3-c3cccnc3)SC2)cc1,0.4,9.7*,7,-1.0,-3,0,-2.0,7,-1.6,-1.9,0.6
O=C(O)C(Cc1ccccc1)N1C(=O)c2cccc3cccc(c23)C1=O (configuration not stated),-0.6,0,-4,-0.1,0,-15,1.0,-9,3.9,1.7*,2.7
O=C(O)CCN1CC2([N+](=O)[O-])CC=C(OCCO)C([N+](=O)[O-])(C1)C2 (configuration not stated),-0.4,1,1,-0.1,2,-2,-0.5,-1,-1.4,-1.3,-1.1
O=C(NC(=S)Nc1ccccc1N1CCN(C(=O)c2ccccc2)CC1)c1ccccc1F,-0.7,-1,-3,0.1,12,-19,-1.2,6,-0.1,-1.4,1.7
O=c1c(Cc2ccccc2)c(O)ccn1Cc1ccc2c(c1)OCO2,0.1,-1,-2,-0.3,-3,-1,1.2,0,-0.9,-1.3,0.1
Cc1[nH]c2ccc(C(=O)NC3CCCC3)cc2c1C,1.8,4,0,1.1,-3,-16,6.3,1,-1.4,-1.0,1.8
C=CCOC(=O)C1=C(C)NC(=O)NC1c1ccc(N(C)C)cc1 (configuration not stated),-0.7,-3,-2,-0.2,6,-5,-2.5,-3,-2.6,-1.2,2.0
COc1ccc(NC(=O)C2CCC(CNS(=O)(=O)c3csc(C(N)=O)c3)CC2)cc1OC (configuration not stated),-0.4,-3,10,0.6,-3,-1,-1.5,5,-1.6,-0.4,-3.0
Cc1cccc(C)c1OCC(=O)N/N=C/c1cccn1C,-2.0,-1,1,-2.6,-3,-1,3.7,7,-0.8,-1.5,-3.0
O=C(NCc1ccc2c(c1)OCO2)C1CCC(=O)N1C1CCCCC1 (configuration not stated),0.9,2,2,1.5,-3,1,2.5,3,1.7,-1.4,1.3
COc1ccc(S(N)(=O)=O)cc1C(=O)OCC(=O)N1c2ccccc2NC(=O)C1(C)C,-0.3,-1,-4,0.1,-3,-2,2.4,-3,0.5,-0.5,1.3
Cc1ccc(C)c(NC(=O)C2CCCN(S(=O)(=O)c3cccnc3)C2)c1 (configuration not stated),0.7,-1,2,0.1,4,-7,-0.8,0,-0.9,-1.0,1.0
CCOC(=O)C1(Cc2cccc(F)c2)CCN(C(=O)c2cscn2)CC1,0.1,0,0,0.5,6,-1,1.2,3,-2.2,-0.5,0.9
COc1ccc2oc(=N)c(C(=O)Nc3ccc(Br)cc3)cc2c1,0.1,0,0,-0.1,-2,-74,1.1,1,0.2,-1.8,0.8
COc1ccc(COC(=O)c2cc(S(=O)(=O)N3CCCCC3)ccc2N2CCOCC2)cc1,-1.2,2,4,-1.3,-2,0,-0.1,-1,-1.5,-0.8,-0.1
O=C(CNC(=S)N(Cc1ccccc1)Cc1ccccc1F)NCc1ccccc1,-0.1,-3,0,-0.2,-20,12,-3.5,-1,-1.5,-2.0,0.2
Cc1ccc(C)c(NC(=O)CCN2CCC(C)CC2)c1,-0.5,1,1,0.3,-4,-5,-1.6,-1,3.4,0.0,-0.9
Nc1cccc(CCc2nc3ccccc3[nH]2)c1,0.6,0,-1,1.1,7,-5,0.8,8,0.4,-0.8,3.2
CC(C)c1ccc(N(CC(=O)N/N=C/c2ccc(OC3CSC3)cc2)S(=O)(=O)c2ccccc2)cc1,1.0,-5,4,1.2,-3,1,4.0,4,-0.5,-1.1,2.9
COc1ccc2c(c1)CCc1c(C(=O)NCCc3ccc(OC)c(OC)c3)noc1-2,-1.9,-2,6,-1.0,-3,6,-1.3,4,-2.2,-1.3,-2.1
O=C1CCC/C=C/C[C@@H](CC(=O)N(CCO)Cc2ccccc2)C(=O)NC[C@@H](c2ccccc2)O1,0.2,1,-1,0.3,-2,5,-3.3,4,0.4,-1.7,-2.7
O=C(CNc1ccccc1F)Nc1cc(S(=O)(=O)N2CCCCC2)ccc1Cl,-0.4,-3,4,0.4,5,-4,-2.9,1,-2.5,-1.5,0.8
CCc1c(-c2ccccc2)[n+](=O)c2c(n1[O-])CCC2,-0.3,-3,1,-0.5,0,-4,-1.3,1,-1.6,-0.6,-0.6
O=C1NC[C@H](Cc2ccccc2)N(C[C@@H]2CCCN2C[C@H](Cc2ccccc2)N2C[C@H](Cc3ccccc3)N(CC3CCCCC3)C(=O)C2=O)C1=O,·,-5,-1,-1.3,-3,5,-0.4,9,-1.7,-1.2,·
COc1ccc(C(CC(=O)O)NC(=O)c2ccco2)cc1 (configuration not stated),-1.0,-5,-2,-0.5,7,-8,2.7,3,-0.1,-1.5,-1.9
O=C(COC(=O)Cc1ccsc1)Nc1ccccc1Cl,1.0,-3,-1,0.1,9,-6,-1.8,-6,0.1,-1.6,1.0
Cc1ccc(NC(=O)CN(C)C(=O)CSc2nccn2C)cc1,0.7,-7,4,1.5,-2,5,1.5,4,2.7,-1.3,0.3
COc1ccc(Cn2nnnc2C(c2cccs2)N2CCOCC2)cc1 (configuration not stated),0.5,0,-3,-0.7,-1,5,-0.8,0,-1.1,-1.4,3.5
CC(c1c[nH]c2ccccc12)c1cn(C)c2ccccc12 (configuration not stated),·,-4,-2,-1.4,-31,0,2.1,-2,2.1,-0.5,·
O=C(NCC1CCCO1)C1CCC(=O)N1Cc1ccc(F)cc1 (configuration not stated),0.3,-3,2,-0.6,-1,-2,-0.1,-4,-0.3,-0.9,3.2
C=CC[N+](C)(C)C/C(Cl)=C(\Cl)c1ccccc1,-0.3,-1,1,0.5,4,0,1.6,-1,-1.2,-1.4,-1.3
COC(=O)c1c(C(=O)OC)c(-c2ccc(C)cc2)n2c1CCC2,0.7,2,2,-0.3,1,2,-3.2,-1,-1.0,-0.9,0.0
C=C(C)CNC(=S)NNC(=O)c1cc(C)oc1C,-0.2,-2,2,-0.2,14,14,2.6,4,0.1,-1.0,2.5
Cc1ccc(S(=O)(=O)N2C(N)=C(C(=O)NCc3ccc(Br)cc3)C(c3ccc(Cl)cc3)C2C(=O)c2ccccc2)cc1 (configuration not stated),·,·,-4,·,-18,6,1.5,-1,1.2,-1.9,·
Cc1ccc(Nc2c(-c3ccccc3O)nc3cnccn23)cc1,0.6,-1,48*,-1.3,-11,4,2.3,17,-1.6,-1.2,6.1
COc1ccc(NC(=O)c2ccc3c(SCC(=O)O)c4c(nc3c2)CCCC4)c(OC)c1,1.0,-4,1,-0.1,-10,-9,-0.4,-1,-1.7,-2.2,0.4
O=C(Cc1c(F)cccc1Cl)OCC(=O)N1CCc2ccccc21,1.4,5,-2,0.9,-8,-4,5.1,3,0.3,-0.2,5.4
CCCOc1ccc(C(=O)Nc2nc(C)c(Cc3ccc4c(c3)OCO4)s2)cc1,0.2,3,-4,0.3,-1,10,1.3,-5,0.1,-1.2,0.2
CC(=O)c1ccc(NC(=O)C2C3CCC(C3)C2C(=O)O)cc1 (configuration not stated),-0.9,1,1,0.2,6,-2,-0.7,0,-0.2,-0.6,2.9
Cc1ccc(S(=O)(=O)N(C)c2ccc(C(=O)NCC(c3ccco3)N3CCCC3)cc2)cc1 (configuration not stated),0.1,-2,0,-0.2,-10,-8,-1.9,4,-0.4,-0.8,-1.1

# Further records follow.
SMILES,DAX1 inh-1,SMARCA2 act,GC-A act,DAX1 inh-2,sPLA2-III inh,ADAM10 inh,hgDAF12 agonist,GC-B act,hcDAF-12 act,ssDAF-12 act,GAA850 FXN act
CN(C)CCCNS(=O)(=O)c1ccc(Oc2ncc(C(F)(F)F)cc2Cl)cc1,0.3,-5,5,-0.9,-5,3,-2.6,-4,-2.4,-1.5,-0.5
OCCC1CN(CC2CCCCC2)CCN1C1CCCC1 (configuration not stated),2.9,-3,-1,0.0,9,1,-1.1,1,0.0,-0.9,-0.1
O=C(CCc1nc(-c2ccccc2)no1)NCC1CCCO1 (configuration not stated),-0.6,1,1,-0.2,-10,9,-1.2,1,0.4,-1.4,-0.5
COc1ccc2nc(SCC(=O)NC3CCCCC3)[nH]c2c1,-1.3,-3,-1,-0.3,4,-3,-2.7,-7,-1.2,-0.7,-0.8
CC(C)CCc1noc(CN2CCN(c3ccc(Cl)cn3)CC2)n1,1.0,-3,0,0.0,0,-2,-0.4,-1,1.1,-1.1,-0.8
O=C(C1=C(O)C(=O)N(c2ncccn2)C1c1ccc(F)cc1)c1ccco1 (configuration not stated),-0.8,5,-1,-0.4,-5,-4,-1.8,-1,4.8,-0.3,-0.2

# One compound at a time (already shown). Screens in order: DAX1 inh-1, SMARCA2 act, GC-A act, DAX1 inh-2, sPLA2-III inh, ADAM10 inh, hgDAF12 agonist, GC-B act, hcDAF-12 act, ssDAF-12 act, GAA850 FXN act
# Results for OCCC1CN(CC2CCCCC2)CCN1C1CCCC1 (configuration not stated) = 2.9, -3, -1, 0.0, 9, 1, -1.1, 1, 0.0, -0.9, -0.1
# Results for O=C(CCc1nc(-c2ccccc2)no1)NCC1CCCO1 (configuration not stated) = -0.6, 1, 1, -0.2, -10, 9, -1.2, 1, 0.4, -1.4, -0.5
# Results for CC(C)CCc1noc(CN2CCN(c3ccc(Cl)cn3)CC2)n1 = 1.0, -3, 0, 0.0, 0, -2, -0.4, -1, 1.1, -1.1, -0.8

# Bioassay records: PubChem BioAssay, several laboratories
